TbPYK inhibitor = T. brucei pyruvate kinase inhibition; TbPYK enzyme, Kinase-Glo Plus ATP luminescence, 45 min; Potency, µM (top dose mostly 76.8 µM), for the others: at the highest dose activity, negative = inhibition, actives largely listed as inhibitors; hit rate 0.12% among 410,000; AID 624173; further: potency means the concentration at half of the fitted maximal effect; on the % scale 0 is the no-effect control and ±100 the full control effect; nearly all actives have a fitted effect of over 50% in size
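Enzyme and substrate buffer are dispensed first and compound is pin-transferred. ADP at 130 uM final then starts the reaction, which runs 45 min at room temperature. Detection reagent is added for 10 min before luminescence is imaged.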
Pf growth 96h = P. falciparum growth inhibition at 96 hour, primary screen for plastid delayed-death inhibitors; Potency, µM (series often up to 28.7 µM), inactives show top-dose activity change, negative = inhibition, hits mostly inhibitors; P. falciparum luciferase reporter growth, 96 h; hit rate 6.9% among 320,000; AID 504834; further: potency means the concentration at half of the fitted maximal effect; on the % scale 0 is the no-effect control and ±100 the full control effect
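Two-generation exposure (96 h) targets delayed-death phenotype. Reporter parasites carrying integrated firefly luciferase, in red cells at 2% hematocrit and 0.05% parasitemia final, kept at 37 C, 5% CO2; luminescence loss indicates inhibition.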
AMA1 RON2 block = disrupts binding of P. falciparum AMA1 to RON2. AID 720542. AlphaScreen AMA1-biotinylated RON2 peptide binding. hit rate 0.2% among 360,000. Potency, µM (doses to about 58.2 µM), for the others: at the top dose activity change, negative = inhibition, most hits filed as inhibitors;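 further: potency means the concentration at half of the fitted maximal effect; 0% = vehicle wells and -100% = peptide control; nearly all actives have a fitted effect of over 45% in size; some results filed as inactive show a strong effect at the top dose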
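AMA1 (3D7) with his tag at 25 nM final met compounds first, then biotinylated RON2 peptide at 25 nM; detection used donor plus acceptor beads, 10 µg/mL apiece, read by AlphaScreen after 30 min at room temperature.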
Pf growth 48h = P. falciparum growth inhibition at 48 hours (one generation) | P. falciparum luciferase growth in erythrocytes, 48 h | Potency, µM (series often up to 28.7 µM), without a hit: at the highest dose activity change, negative = inhibition, actives largely listed as inhibitors | hit rate 5.9% among 310,000 | AID 504832; further: potency means the concentration at half of the fitted maximal effect; on the % scale 0 is the no-effect control and ±100 the full control effect
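Cell-based growth assay: transgenic P. falciparum expressing firefly luciferase, cultured in red cells within RPMI 1640 containing 0.5% w/v Albumax, 24 mM bicarbonate and gentamycin. A drop in luciferase activity indicates inhibition.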
CHX counter = affects cycloheximide protein synthesis inhibition readout, counter-screen; cell reporter, cycloheximide protein synthesis inhibition counterscreen; max response, %; hit rate 12% among 300,000; AID 2314; in the data active means max response mostly above about 13%, no sharp cut-off; inactive means mostly below about 14%; further: read at 38.3 µM for the half of the compounds with a filed dose; 0% is about no effect
Shiga toxin inh = blocks Shiga toxin action in Vero cells. Vero cells, Shiga toxin protein synthesis inhibition reporter. inhibition, % at 38.7 µM. hit rate 9.2% among 290,000. AID 2315; in the data active means inhibition mostly above about 28%, no sharp cut-off; inactive means mostly below about 43%; further: 0% is about no effect
LmPK inh = LmPK (Leishmania mexicana) enzyme inhibition. Potency, µM (titrated, usually from 57.5 µM), inactives show top-dose activity change, negative = inhibition, most hits filed as inhibitors. hit rate 0.37% among 290,000. purified LmPK, Kinase-Glo ATP luminescence, 1 h. Q27686; further: potency means the concentration at half of the fitted maximal effect; on the % scale 0 is the no-effect control and ±100 the full control effect
Target sequence (Q27686 whole entry, looked up): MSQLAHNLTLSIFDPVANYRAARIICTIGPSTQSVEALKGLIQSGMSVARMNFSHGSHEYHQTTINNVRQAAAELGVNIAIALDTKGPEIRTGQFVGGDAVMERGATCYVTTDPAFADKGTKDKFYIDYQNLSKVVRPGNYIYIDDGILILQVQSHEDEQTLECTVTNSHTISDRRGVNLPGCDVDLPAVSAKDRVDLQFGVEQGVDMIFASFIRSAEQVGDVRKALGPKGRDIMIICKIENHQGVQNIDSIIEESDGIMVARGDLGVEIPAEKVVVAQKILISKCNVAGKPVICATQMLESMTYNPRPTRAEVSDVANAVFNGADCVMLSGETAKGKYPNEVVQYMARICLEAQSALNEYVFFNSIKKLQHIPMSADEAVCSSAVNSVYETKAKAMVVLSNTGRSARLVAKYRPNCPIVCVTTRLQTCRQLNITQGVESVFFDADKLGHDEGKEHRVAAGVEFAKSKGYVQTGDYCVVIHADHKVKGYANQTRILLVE
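Screened at intermediate enzyme activity to detect both inhibitors and activators: LmPK at 0.1 nM, with a 0.5 nM enzyme column as activation reference. PEP 0.5 mM, ADP 0.1 mM; ATP detected by luminescence after 1 h.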
* = called active by the depositor; ? = inconclusive; / = no result given; [ ] = remark or other dose. Unless noted, the call rests on the fitted dose curve; in most records, active means well fitted curve in the direction sought with a large enough effect; inconclusive means small, poorly fitted or top-dose-only effect, or another doubt; inactive means no such curve, though single readings can be large; an effect the other way counts as inactive or inconclusive. Rows are unselected, and some 21% of all compounds hit somewhere here.

SMILES | TbPYK inhibitor | Pf growth 96h | AMA1 RON2 block | Pf growth 48h | CHX counter | Shiga toxin inh | LmPK inh
COCc1cc(=O)[nH]c2cc(NC(=O)C(C)(C)CCl)c(C)cc12 | 3% | 19% | 12% | 22% | -4 | 13 | 4%
COc1cccc(CNc2nc3nc4c(c(=O)n3[nH]2)CCC4)c1 | -1% | 43%[activator] | 3% | ? | -3 | -8 | -3%
Fc1ccccc1NC(=S)N1CCCCC1 | 1% | 60%[activator] | -5% | 22% | -1 | 4 | 1%
CCOc1cc(/C=N/N=C2/NC(=O)C(CC(=O)O)S2)ccc1OCc1ccc(Cl)cc1Cl (centres undefined) | -5% | 13% | 29% | -11% | -2 | 24 | 0%
CC(=O)NC1(c2ccc(F)cc2)CCN(C(=O)c2c(F)cccc2F)CC1 | 1% | ? | 15% | 9% | 1 | 1 | 1%
COc1ccc(-c2cc(C(=O)NCC3CCCO3)c3ccccc3n2)cc1 (centres undefined) | -4% | 19% | 1% | 50%[activator] | 16 | 29 | -5%
CC(=O)/C(C#N)=C1\NC(=O)C(Cc2ccc(F)cc2)S1 (centres undefined) | 0% | -12% | 2% | ? | 4 | -6 | 3%
Cc1ccc(-n2c(C)cc(/C=c3/sc4nc5ccccc5n4c3=O)c2C)cc1 | -21% | -39% | 3% | 127%[activator] | 35* | 87* | 1%
Clc1ccc(C(OCCN2CCCCC2)c2ccccc2)cc1 (centres undefined) | -2% | ? | -17% | ? | / | / | /
COc1ccc2c(CC(=O)OCC(=O)NC(=O)c3cccn3C)coc2c1 | 11% | 19% | -5% | 4% | 1 | -17 | 0%
O=C(COc1cccnc1[N+](=O)[O-])NCCc1ccccc1 | 0% | 26% | -2% | 7% | 14* | 16 | 6%
CCc1sc(C(=O)Nc2cccc(-n3cnnn3)c2)cc1C | 0% | ? | -3% | ? | / | / | /
Cc1ccc(/C=N\NC(=O)CCc2n[nH]c(=O)[nH]c2=O)o1 | -17% | -5% | 80%[activator] | 1% | 1 | -5 | 0%
CCC(CC)NC(=O)COC(=O)c1cc(SC)ccc1Cl | 4% | 0% | -2% | -27% | 10 | 10 | 1%
CCOC(=O)C(NC(=O)c1cccc(Cl)c1)(Nc1nnc(C)s1)C(F)(F)F (centres undefined) | -10% | -25% | 11% | -9% | -3 | -8 | -6%
CCCCOc1ccc(S(=O)(=O)NC(=O)NCc2ccc(OCCC)cc2)cc1 | -8% | ? | 6% | -9% | -1 | 11 | 10%
Cc1cc(=O)oc2c(C)c(OCC(=O)N(C)C)ccc12 | -2% | ? | -1% | 23% | -3 | -18 | 0%
Cc1ccc(NC(=O)Cn2ncc(Cl)c(Cl)c2=O)cc1S(=O)(=O)N1CCCCC1 | -2% | ? | -8% | ? | / | / | /
Cc1cc(C(=O)COC(=O)CN(C)S(=O)(=O)c2ccc(Cl)cc2)c(C)n1CC1CCCO1 (centres undefined) | 2% | -18% | -17% | 6% | 1 | 44 | -5%
Cn1cc(C(=O)Nc2ccccn2)c(=O)c2ccccc21 | 1% | ? | -2% | 159%[activator] | 20* | 47* | -1%
O=C(Nc1nnc(CSCc2ccc(Cl)cc2)s1)c1cccc([N+](=O)[O-])c1 | -2% | ? | 43%[activator] | 19% | -2 | -9 | -1%
CCOc1cc(Cl)c(S(=O)(=O)NCCCn2ccnc2)cc1Cl | 6% | ? | -2% | ? | 7 | -2 | 0%
Cc1ccc2nc(-c3ccc(S(=O)(=O)N4CCOCC4)cc3)cn2c1 | / | / | / | 45%[activator] | 24* | 39 | -10%
COc1ccc(NC(C)=O)cc1S(=O)(=O)NC1CCSc2ccccc21 (centres undefined) | 0% | 19% | -15% | 26% | 6 | 0 | 2%
O=C(Nc1ccncc1NC(=O)c1cccc([N+](=O)[O-])c1)c1cccc([N+](=O)[O-])c1 | 0% | 2.3µM* | -7% | ? | 3 | 22 | -3%

Full records, quoted from the list. Order of values: TbPYK inhibitor, Pf growth 96h, AMA1 RON2 block, Pf growth 48h, CHX counter, Shiga toxin inh, LmPK inh
Listed for Fc1ccccc1NC(=S)N1CCCCC1 → 1%, 60%[activator], -5%, 22%, -1, 4, 1%
Listed for CCOc1cc(/C=N/N=C2/NC(=O)C(CC(=O)O)S2)ccc1OCc1ccc(Cl)cc1Cl (centres undefined) → -5%, 13%, 29%, -11%, -2, 24, 0%

Further structures follow.
SMILES | TbPYK inhibitor | Pf growth 96h | AMA1 RON2 block | Pf growth 48h | CHX counter | Shiga toxin inh | LmPK inh
Cc1ccc(C(=O)NCCCN2CCOCC2)cc1N1CCCC1=O | -10% | 1% | 27% | -1% | -3 | 14 | 2%
CCCCOC(=O)C(NC(=O)c1ccccc1)=C(C)C | -8% | / | -2% | 27% | 5 | -4 | 4%
CCN1CCc2c(sc3c2c(NCc2ccco2)nc2nnnn23)C1 | 10% | 22%[5.75 µM] | 11% | -10% | 6 | -2 | -10%
CCC1(c2ccc(F)cc2)NC(=O)N(CC(=O)NCC(=O)Nc2cccc(C)c2C)C1=O (centres undefined) | 6% | 2% | -3% | -28% | / | / | /
CC(OC(=O)c1ccc2c(c1)C(=O)N(Cc1ccncc1)C2=O)C(=O)Nc1cccc(Cl)c1Cl (centres undefined) | 4% | 34%[activator] | 4% | -6% | -3 | 16 | 8%
CC(C)(C)Nc1nc(Cl)nc(NC(C)(C)C)n1 | -9% | 15µM* | -2% | 0% | 5 | 12 | -3%
Cc1csc2nc(O)c(C(=O)NCC3CCCO3)c(=O)n12 (centres undefined) | 1% | -4% | -2% | ? | / | / | /
CCN(CC(=O)Nc1c(F)cccc1F)C(=O)CNC(=O)c1ccc2c(c1)OCO2 | 0% | 41%[activator] | 125%[activator] | 12% | -3 | -2 | 0%
O=C1CCN(Cc2ccccc2)CCN1[C@H](COc1ccccc1)c1ccccc1 | 5% | ? | -11% | ? | 1 | -6 | -2%
COCCN(C(=O)CSc1nnc(-c2ccco2)n1C)c1c(N)n(CC(C)C)c(=O)[nH]c1=O | 3% | -24% | 8% | -24% | / | / | /
OC(CN1CCN(c2ccccc2)CC1)c1ccc2c(c1)CCN2 (centres undefined) | 4% | 9.3µM* | -14% | 39%[activator] | 6 | -13 | 1%
CC1(C)CC2(CC(c3ccc(F)cc3)c3ccc(O)cc3O2)NC(=S)N1 (centres undefined) | -4% | -16% | 25% | 2.3µM* | -3 | -7 | 3%
COc1ccc(S(C)(=O)=O)cc1S(C)(=O)=O | 27% | / | -4% | 3% | -1 | 1 | -3%
COc1ccccc1N=C1SCC(=O)N1Cc1ccco1 | -3% | 0% | -12% | 1% | 1 | 14 | 0%
O=C(Nc1cnc2ccccc2c1)c1ccco1 | 1% | 0% | -7% | 6% | 33* | 68* | ?
O=C(OC1CCOC1=O)c1cc(Cl)ccc1[N+](=O)[O-] (centres undefined) | 1% | 50%[activator] | 2% | 36%[activator] | -3 | -10 | 2%
CC[C@@H](C)[C@H](NC(=O)Cc1c(C)c2cc3c(C)c(C)oc3c(C)c2oc1=O)C(=O)O | 3% | -6% | 2% | -15% | -2 | -7 | 3%
CC(C)OCCCNC(=O)c1sc(=S)n(C)c1N | -4% | 21% | 22% | / | 2 | -9 | 1%
COc1ccc(C(=O)N=C2SC3CS(=O)(=O)CC3N2c2ccc(C(C)=O)cc2)cc1 (centres undefined) | -3% | 17% | -10% | 5% | -2 | 2 | 0%
Cc1ccc(-c2nnc(N3CCN(S(C)(=O)=O)CC3)c3ccccc23)cc1 | 7% | / | 0% | ? | -3 | -9 | 0%
COc1cccc(OC)c1C(=O)NC(=S)NCc1ccco1 | 9% | 4% | -14% | 10%[5.75 µM] | 5 | -1 | 0%
COc1ccccc1NC(=O)C(=O)NNC(=O)c1ccco1 | 3% | -6% | 28% | 1% | 2 | -6 | -7%
Cc1nc2ccccn2c1-c1csc(Nc2cccc(C(=O)O)c2)n1 | -5% | 9% | 5% | 22% | -7 | 43 | 0%
COc1ccc(NC(=O)C2CC(=O)N(c3ccccc3C)C2)c(OC)c1 (centres undefined) | 2% | -20% | -4% | -27% | 14 | -11 | 2%
CC(=O)Nc1c2c(nn1-c1ccccc1C)CSC2 | -5% | 21% | 5% | 7% | -2 | -7 | 11%

The last four entries of the section before open the next one:
SMILES | TbPYK inhibitor | Pf growth 96h | AMA1 RON2 block | Pf growth 48h | CHX counter | Shiga toxin inh | LmPK inh
COc1ccccc1NC(=O)C(=O)NNC(=O)c1ccco1 | 3% | -6% | 28% | 1% | 2 | -6 | -7%
Cc1nc2ccccn2c1-c1csc(Nc2cccc(C(=O)O)c2)n1 | -5% | 9% | 5% | 22% | -7 | 43 | 0%
COc1ccc(NC(=O)C2CC(=O)N(c3ccccc3C)C2)c(OC)c1 (centres undefined) | 2% | -20% | -4% | -27% | 14 | -11 | 2%
CC(=O)Nc1c2c(nn1-c1ccccc1C)CSC2 | -5% | 21% | 5% | 7% | -2 | -7 | 11%
O=C(CSc1nc(-c2ccc(Cl)cc2)[nH]c(=O)n1)Nc1cccc(Cl)c1 | 2% | -21% | -3% | -55% | -2 | 8 | 4%
COc1ccc(NC(=O)CSc2nnc(CNc3ccc(C)cc3)n2C)cc1 | -3% | 12% | -10% | -7% | 13 | 18 | 3%
O=C(Nc1ccccc1C(=O)O)c1ccc(CN2C(=O)c3ccccc3C2=O)cc1 | 5% | -8% | 16% | 2% | 1 | -13 | -11%
CC(=O)N1CCC(N(C(=O)Nc2ccc(C)c(C)c2)C2CCCC2)CC1 | 2% | / | ? | 16% | 14* | 1 | 3%
CC1CCCC(NC(=O)COC(=O)Cc2c[nH]c3ccccc23)C1C (centres undefined) | 1% | 26% | -3% | 7% | -3 | -5 | 6%
N#Cc1ccc(C(=O)Nc2ccn(-c3ccccc3)n2)cc1 | 0% | ? | 1% | ? | -2 | -1 | 2%
CC(=O)c1cc(C#N)c(NCCCN(C)C)nc1C | -4% | 0% | 9% | 34%[5.75 µM] | 2 | 13 | -2%
COC(=O)C1CCN(C(=O)/C=C/c2ccccc2)CC1 | -6% | ? | -9% | 253%[activator] | 18 | 41* | -4%
Cc1ccccc1/C=N/Nc1ccnc2cc(Cl)ccc12 | 2% | 0.83µM* | -9% | 0.83µM* | -2 | 13 | -3%
NC(=O)c1nn(CC(=O)Nc2cccc(S(=O)(=O)N3CCCCCC3)c2)c(=O)c2ccccc12 | -1% | ? | -2% | ? | / | / | /
Cc1ccc(NC2CCCN(C(=O)c3ccoc3)C2)cc1C (centres undefined) | 0% | 10µM* | 15% | 0% | 6 | 22 | 0%
CC(CC(=O)Nc1cccc(F)c1)S(=O)(=O)c1ccc2c(c1)NC(=O)CO2 (centres undefined) | 7% | -8% | -9% | 9% | 11 | -4 | -1%
O=C(NC1CCCN(Cc2ccc(Cl)cc2)C1)c1ccccc1C(F)(F)F (centres undefined) | 0% | 4.7µM* | 0% | ? | -2 | -4 | -7%
Cc1cccc2sc(N(CCCN(C)C)C(=O)c3nc4ccccc4s3)nc12 | 2% | 1% | 16% | 1% | -2 | 6 | 0%
CC(=O)c1ccc(NC(=O)CCS(=O)(=O)c2ccc3c(c2)n(C)c(=O)c(=O)n3C)cc1 | -2% | 9.3µM* | 12% | 40%[activator] | 1 | -6 | -7%
COc1cccc(NC(=O)C(Sc2nnnn2C)c2ccccc2)c1 (centres undefined) | 1% | ? | -2% | 149%[activator] | -1 | 32 | -5%

Source: PubChem BioAssay (National Center for Advancing Translational Sciences (NCATS))
